# Assay outcomes as filed in PubChem.
# GLP-1R inv ag – acts as inverse agonist at human GLP-1 receptor; 410,000 compounds, 1.6% hits; AID 624417; HEK293 GLP-1R CRE-luciferase, luminescence, 24 h; GLP-1R form is constitutively active; Potency, µM (series often up to 38.3 µM), inactives show at the top dose activity change, negative = inhibition, usual class: inhibitors; P43220; note: potency is the fitted concentration of half-maximal effect; % is set by controls: 0 for no effect and ±100 for the full control effect; nearly all actives have a fitted effect of over 55% in size
# Target sequence (P43220 whole entry, looked up): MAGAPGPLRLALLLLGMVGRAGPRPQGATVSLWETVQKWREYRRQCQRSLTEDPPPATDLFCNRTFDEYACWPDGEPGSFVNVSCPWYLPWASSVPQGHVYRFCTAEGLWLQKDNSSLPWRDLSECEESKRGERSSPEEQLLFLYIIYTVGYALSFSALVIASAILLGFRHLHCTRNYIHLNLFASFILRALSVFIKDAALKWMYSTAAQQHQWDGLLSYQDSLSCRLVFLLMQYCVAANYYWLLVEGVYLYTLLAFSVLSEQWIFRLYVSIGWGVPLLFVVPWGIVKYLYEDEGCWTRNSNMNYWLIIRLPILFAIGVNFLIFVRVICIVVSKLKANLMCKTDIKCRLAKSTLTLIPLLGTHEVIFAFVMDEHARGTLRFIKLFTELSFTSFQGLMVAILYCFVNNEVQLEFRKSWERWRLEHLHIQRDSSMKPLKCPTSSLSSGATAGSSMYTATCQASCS
#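 Inverse agonists were sought by their lowering of basal cAMP reporter luciferase output in HEK293 cells stably carrying constitutively active human GLP-1R, after 24 h compound treatment.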
# Abeta rescue – restores growth of yeast expressing A-beta42 peptide | yeast expressing A-beta42, growth rescue, OD600, 48 h; response scale: 0% DMSO, 100% iron-clioquinol control | Potency, µM (titrated, usually from 46.1 µM), for inactives: at the top dose growth rescue, most hits filed as activators | 410,000 compounds, 0.063% hits | AID 1347071; note: potency is the fitted concentration of half-maximal effect; nearly all actives have a fitted effect of over 55% in size
#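 Yeast A-beta toxicity model in growth medium with pinned compounds, 48 h at 30 C; growth read as absorbance at 600 nm. Normalized to FeCl3/clioquinol equimolar mix (positive) and DMSO (negative).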
# DRD3 antagonist – antagonists of human D3 dopamine receptor | P35462 | D3R cells, DiscoveRx beta-arrestin luminescence, antagonist mode; stronger effect = lower value | max response, negative = inhibition, % | 360,000 compounds, 2.5% hits | AID 652054; in the data active = max response below about -50%; inconclusive = no clear call, values can overlap the other calls; note: % is set by controls: 0 for no effect and ±100 for the full control effect; mostly tested at two doses, the higher about 12 µM
# Target sequence (P35462 whole entry, looked up): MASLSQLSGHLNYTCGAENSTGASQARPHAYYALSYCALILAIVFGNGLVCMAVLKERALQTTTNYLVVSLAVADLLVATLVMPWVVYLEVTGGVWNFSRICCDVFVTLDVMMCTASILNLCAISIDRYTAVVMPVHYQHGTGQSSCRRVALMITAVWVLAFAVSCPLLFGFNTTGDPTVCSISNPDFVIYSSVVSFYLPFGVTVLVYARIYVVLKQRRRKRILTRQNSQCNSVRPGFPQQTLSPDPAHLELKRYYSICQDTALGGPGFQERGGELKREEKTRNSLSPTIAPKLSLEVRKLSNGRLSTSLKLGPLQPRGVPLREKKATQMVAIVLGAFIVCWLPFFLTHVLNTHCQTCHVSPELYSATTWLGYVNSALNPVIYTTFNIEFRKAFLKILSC
#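 Cells expressing the human receptor were seeded at 1500 cells/well, incubated overnight at 37 degrees C in 5% CO2, then exposed to library compounds with dopamine controls for 90 minutes at 37 degrees C before luminescent detection.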
# pAkt inh – Akt phosphorylation inhibition | activity change, % for hits at 50 µM | Neuro2A IGF-stimulated pAkt S473 HTRF, 20 min; stronger effect = lower value | 360,000 compounds, 0.32% hits; in the data active = activity change below about -80%; inconclusive = mostly about -51% to -80%; note: % is set by controls: 0 for no effect and ±100 for the full control effect
#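 Single-point screen (50 µM final compound) in Neuro2A cells stimulated 20 min with 6 nM IGF at 37 deg C. After lysis, Ser473-phosphorylated Akt read by HTRF (ex 330 nm, em 615/665 nm) as the 665/615 ratio.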
# TDP-43 yeast inh – inhibitors of TDP-43 toxicity in yeast; TDP-43 expressing yeast growth rescue, BacTiter-Glo, 24 h; 410,000 compounds, 1.8% hits; AID 652104; Potency, µM (doses to about 46.1 µM), inactives show top-dose growth rescue (activation), hits mostly activators; note: potency is the fitted concentration of half-maximal effect; % of control where 0% means no effect; nearly all actives have a fitted effect of over 50% in size
#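 Luminescence from BacTiter-Glo reports growth of TDP-43-expressing yeast after 24 hr at 30 deg C with compound. Cells were raffinose-pregrown to mid-log, then seeded in galactose medium at OD600=0.02.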
# GLP1R ag – GLP-1 receptor (human) agonism. HEK293 GLP-1R CRE-luciferase, luminescence, 4-6 h; cells express a hypersensitive GLP-1R form. Potency, µM (doses to about 45.6 µM), inactives show top-dose activation, usual class: activators. 380,000 compounds, 0.007% hits; note: potency is the fitted concentration of half-maximal effect; % of control where 0% means no effect
# aSyn yeast inh – inhibitors of alpha-synuclein toxicity in yeast. 370,000 compounds, 0.14% hits. Yeast expressing alpha-synuclein, growth rescue, BacTiter-Glo, 24 h. AID 652106. Potency, µM (top dose mostly 46.1 µM), inactives show at the highest dose growth rescue (activation), most hits filed as activators; note: potency is the fitted concentration of half-maximal effect; % of control where 0% means no effect; nearly all actives have a fitted effect of over 65% in size
#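 Galactose-induced alpha-syn yeast (OD600=0.02, raffinose-pregrown) + pinned cpd, 24 hr, 30 deg C; growth by BacTiter-Glo luminescence. Growth restoration scores as activation.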
# FUS yeast rescue – FUS proteinopathy suppression in yeast. Potency, µM (titrated, usually from 76.6 µM), for the others: at the top dose growth rescue (activation), actives largely listed as activators. 390,000 compounds, 0.24% hits. S. cerevisiae FUS-expressing, growth rescue, OD600, 24 h;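 note: potency is the fitted concentration of half-maximal effect; plate controls were DMSO vehicle for no effect and reference control for full effect; nearly all actives have a fitted effect of over 55% in size; some results filed as inactive show a strong effect at the top dose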
#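 S. cerevisiae expressing FUS from galactose induction served as the toxicity model. Growth after 24hr at 30C, read as absorbance at 600 nm, indicates suppression of toxicity; compounds dosed at several concentrations.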
# PTHR1 agonist – PTHR1 (human) receptor agonism | HEK293 GP2 PTHR1 cells, GloSensor cAMP luminescence, 1 h | 410,000 compounds, 0.075% hits | Q03431 | AID 743266 | Potency, µM (highest dose often 115 µM), for inactives: top-dose activation, usual class: activators; note: potency is the fitted concentration of half-maximal effect; nearly all actives have a fitted effect of over 55% in size; some results filed as inactive show a strong effect at the top dose; inactives centre near -15; many of its hits are not listed in these tables
#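 HEK-293-derived GP2 cells expressing PTHR1 and a GloSensor cAMP reporter, 3,000/well, plated overnight, given luciferin plus IBMX (each 0.5 mM as added) for 1 h at 37 °C, then compound for 1 h at 37 °C. Luminescence was read after 15 min at room temperature.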
# Starred values were filed as active, the others as inactive; i = inactive; ? = inconclusive; nt = not tested or not shown; [ ] = remark or other dose. Unless noted, calls come from the whole dose curve; as a rule, active = well fitted curve in the direction sought with a large enough effect; inconclusive = small, poorly fitted or top-dose-only effect, or another doubt; inactive = no such curve, though single readings can be large; an effect the other way counts as inactive or inconclusive. These rows are one share of the data; the hit share may differ from the screen's.
SMILES,GLP-1R inv ag,Abeta rescue,DRD3 antagonist,pAkt inh,TDP-43 yeast inh,GLP1R ag,aSyn yeast inh,FUS yeast rescue,PTHR1 agonist
CCN(c1cccc(C)c1)S(=O)(=O)c1cc2c3c(c1)CCN3C(=O)CC2,42%[activator],-2%,16,i,-11%,7%,4%,24%,-5%
Cc1ccc2cc(CN(CCc3ccccc3)C(=S)NCCCN(C)C)c(=O)[nH]c2c1,?,-5%,?,i,-30%[inhibitor],28%,-4%,32%,20%
CC(C)c1c(C(=O)N/N=C/c2cccc3ccccc23)nnn1-c1nonc1N,6.3µM*,-61%[inhibitor],-1,nt,2%,-2%,5%,-5%,-39%[inhibitor]
Nn1c(SCC(=O)Nc2cccc(F)c2)nnc1C1CCCCC1,0%,-3%,25,i,14%,-7%,6%,-4%,-16%
C[C@]12CC[C@@H]3c4ccc(O)cc4CC[C@H]3[C@@H]1C[C@@H](O)[C@@H]2O[C@@H]1O[C@H](C(=O)O)[C@@H](O)[C@H](O)[C@H]1O,9%,-7%,14,i,0%,2%,10%,-32%,i
CCOc1ccc(-c2nn(-c3ccccc3)cc2/C=C2\SC(=S)N(Cc3ccco3)C2=O)cc1,11%,-10%,-4,i,-15%,12%,-7%,nt,11%
COc1ccc(Cl)cc1NCCC(O)c1ccc(F)cc1 (stereo unspecified),?,?,11,i,?,9%,?,18%,-50%[inhibitor]
CCc1cc2c(SCC(=O)N(C)C3CCS(=O)(=O)C3)ncnc2s1 (stereo unspecified),-21%,-12%,-5,i,-13%,11%,2%,16%,i
Cc1cc(Cl)ccc1NC(=S)NCCc1ccc(Cl)cc1,?,?,-25,i,26%,6%,-25%,18%,-26%
O=C(NCCOC(=O)c1ccc([N+](=O)[O-])cc1)c1cccnc1,-21%,2%,20,i,10%,-5%,1%,-20%,i
Cc1cc(OCC(=O)N2CCC(C(=O)O)CC2)c2c(C)c(C)c(=O)oc2c1,1%,-8%,0,i,14%,-5%,2%,2%,-22%
COc1ccc(NC(=O)c2ccc3c(=O)n4nc(Nc5cccc(Cl)c5C)sc4nc3c2)cc1,12%,-4%,nt,nt,18%,nt,nt,-11%,-21%
CC(C)Nc1ncnc2[nH]ncc12,26%,8%,-11,i,-2%,3%,5%,9%,i
CCN(C(=O)c1ccc2c(=O)n3c(nc2c1)CCCCC3)c1ccccc1C,17%,2%,-13,i,22%,-2%,-2%,-14%,-1%
O=[n+]1cc(-c2ccc(Cl)cc2)n([O-])c2c1CCCCC2,2%,1%,-5,i,-11%,9%,-1%,16%,-20%
Cc1cc(C)cc(OCC(=O)OCC(=O)N(C)CC(=O)Nc2ccc(F)cc2)c1,10%,10%,15,i,5%,1%,7%,15%,i
Clc1ccc(-c2ccc(/C=N/Nc3nncc(-c4ccccc4)n3)o2)cc1,7%,4%,17,i,0%,-5%,-7%,5%,i
Cn1c2c(c(=O)n(C)c1=O)C1c3ccccc3OCC1C(C)(C)O2 (stereo unspecified),10%,-11%,-12,i,-9%,-3%,-13%,-11%,-11%
COc1cc(OC)cc(N(C(=O)CNC(=O)c2ccco2)C(C(=O)NCC2CCCO2)c2ccccc2)c1 (stereo unspecified),0%,10%,62,i,-17%,8%,-5%,22%,-4%
CCc1ccccc1N(CC(=O)N1CCCCCC1)S(C)(=O)=O,3%,4%,11,i,-1%,-4%,-1%,-4%,i
CCCOCCOC(=O)C1=C(C)NC(=O)NC1c1cc(Cl)c(O)c(OC)c1 (stereo unspecified),-1%,-3%,25,i,-3%,2%,-10%,-4%,-5%[57.5 µM]
COc1cccc(C(=O)Nc2cccc(OCc3cc(=O)n4c5c(sc4n3)CCCC5)c2)c1,12%,7%,nt,nt,13%,2%,nt,-18%,-28%
CN(C(=O)COC(=O)C1CCN(S(=O)(=O)c2c(Cl)cccc2Cl)CC1)C1CCCCC1,?,21%,9,i,-7%,14%,8%,33%,-14%
O=C(Cn1ncc(Cl)c(Cl)c1=O)NC1CCCCC1,?,7%,-15,i,15%,-7%,5%[1.84 µM],19%,-19%
CCOC(=O)c1ccc2c(c1)[n+](CC)c(C)n2-c1ccccc1,-12%,5%,0,i,-7%,0%,13%,-2%,-18%
CN(C)CCOc1ccccc1-c1ccccc1,7%,-6%,?,i,-14%,-2%,-6%,17%,i
Cc1ccc(NS(=O)(=O)c2ccccc2Cl)c2c1CC(C)(C)O2,?,-22%,-4,i,-11%,2%,22%,19%,-28%
CC(OC(=O)C1CCCC1)C(=O)Nc1ncc(Cl)cc1Cl (stereo unspecified),0%,-2%,-14,i,8%,5%,-1%[1.84 µM],-4%,-23%
CCCCOc1ccc(C(=O)NCCc2ccccc2)cc1,?,-7%,23,i,15%,-2%,-1%,-21%,i
CCN(C(=O)COC(=O)c1nc(Cl)ccc1Cl)c1c(N)n(Cc2ccccc2)c(=O)[nH]c1=O,-7%,0%,6,i,8%,4%,3%,8%,i

# Three compounds drawn at random from the list so far:
SMILES,GLP-1R inv ag,Abeta rescue,DRD3 antagonist,pAkt inh,TDP-43 yeast inh,GLP1R ag,aSyn yeast inh,FUS yeast rescue,PTHR1 agonist
CN(C)CCOc1ccccc1-c1ccccc1,7%,-6%,?,i,-14%,-2%,-6%,17%,i
COc1ccc(NC(=O)c2ccc3c(=O)n4nc(Nc5cccc(Cl)c5C)sc4nc3c2)cc1,12%,-4%,nt,nt,18%,nt,nt,-11%,-21%
C[C@]12CC[C@@H]3c4ccc(O)cc4CC[C@H]3[C@@H]1C[C@@H](O)[C@@H]2O[C@@H]1O[C@H](C(=O)O)[C@@H](O)[C@H](O)[C@H]1O,9%,-7%,14,i,0%,2%,10%,-32%,i

# Continued.
SMILES,GLP-1R inv ag,Abeta rescue,DRD3 antagonist,pAkt inh,TDP-43 yeast inh,GLP1R ag,aSyn yeast inh,FUS yeast rescue,PTHR1 agonist
CC(C)(C)C(=O)Nc1ccccc1C(=O)NCCCn1ccnc1,-3%,11%,-4,i,0%,7%,0%,-2%,-9%
CC1CCCCN1C(=O)Cn1cnc2c1c(=O)n(C)c(=O)n2C (stereo unspecified),-12%,-2%,8,i,3%,-6%,2%,-27%,i
COC(=O)c1cccc(NC(=O)c2ccc(OC)c(Cl)c2)c1,?,25%,-13,i,11µM*,25%,2%,15%,i
CCOC(=O)c1ccc(NC(=O)COc2ccc(CNCCO)cc2OCC)cc1,?,-3%,9,i,-7%,9%,2%,6%,-21%
COc1ccc(NC(=O)CC2C(=O)N(c3cccc(C)c3)C(=O)N2Cc2cccnc2)cc1 (stereo unspecified),11%,2%,nt,nt,7%,nt,nt,8%,i
COc1cc(OC)c(NC(=O)n2ncc3cc(Cl)ccc32)cc1Cl,-5%,-3%,nt,nt,9%[9.22 µM],nt,nt,-11%,-18%
CCN1CCN(C(=O)C(=O)c2cn(CC(=O)N3CCCC3)c3ccccc23)CC1,25%,-17%,10,i,-22%,-2%,1%,-11%,i
O=C(Cn1c(=O)oc2ccc(Cl)cc21)NC1CCCCC1,0%,0%,3,i,0%,2%,6%,-13%,i
CC(C)CC(=O)Nc1ccc(N2CCOCC2)cc1,11%,-6%,1,i,1%,-4%,-15%,10%,i
C/C(Cc1ccccc1)=N/NC(=O)CCCC(=O)N/N=C(/C)Cc1ccccc1,24%,-15%,4,i,12%,2%,-3%,6%,i
NCc1cc2c3c(c1)CCCN3CCC2,12%,-6%,-65*,i,-19%,0%,7%,11%,i
COC(=O)c1ccccc1NC(=O)c1ccc(COc2ccccc2Cl)o1,-2%,-7%,nt,nt,9%,nt,nt,1%,i
N#CC1=C(N)Oc2cc3c(cc2C1c1ccc(Cl)cc1)OCO3 (stereo unspecified),-23%,-18%,6,i,-22%,7%,11%,12%,i
CN(C)CCN1CCN([C@H]2CS(=O)(=O)N[C@@H]2COCc2ccccc2)CC1,26%,-11%,-3,i,15%,-1%,5%,-9%,-6%
Cc1ccc2nc(SCc3nc4cc(Cl)ccc4c(=O)[nH]3)[nH]c2c1,34%[activator],-15%,-21,i,13%,4%,1%,15%,5%

# Copied from the list.
# In PTHR1 agonist, `COc1ccc(NC(=O)c2ccc3c(=O)n4nc(Nc5cccc(Cl)c5C)sc4nc3c2)cc1` has the entry -21%
# In GLP1R ag, `CCN(C(=O)COC(=O)c1nc(Cl)ccc1Cl)c1c(N)n(Cc2ccccc2)c(=O)[nH]c1=O` has the entry 4%

# Back to the main list, starting 3 compounds before the break.
SMILES,GLP-1R inv ag,Abeta rescue,DRD3 antagonist,pAkt inh,TDP-43 yeast inh,GLP1R ag,aSyn yeast inh,FUS yeast rescue,PTHR1 agonist
N#CC1=C(N)Oc2cc3c(cc2C1c1ccc(Cl)cc1)OCO3 (stereo unspecified),-23%,-18%,6,i,-22%,7%,11%,12%,i
CN(C)CCN1CCN([C@H]2CS(=O)(=O)N[C@@H]2COCc2ccccc2)CC1,26%,-11%,-3,i,15%,-1%,5%,-9%,-6%
Cc1ccc2nc(SCc3nc4cc(Cl)ccc4c(=O)[nH]3)[nH]c2c1,34%[activator],-15%,-21,i,13%,4%,1%,15%,5%
CCc1ccccc1NC(=O)CSC1=C(C#N)C(c2ccc(O)c(OC)c2)C2=C(CCCC2=O)N1 (stereo unspecified),?,-1%,1,i,-1%,-1%,-11%,30%,-7%[57.5 µM]
COc1ccc(CCNC(=O)C(=O)NCc2cccs2)cc1OC,-29%,3%,-1,i,-4%,6%,19%,-20%,i
O=C(NCCO)/C(=C\c1ccc2c(c1)OCO2)NC(=O)c1ccc(Br)cc1,-10%,-6%,12,i,7%,0%,-2%,nt,-18%
COc1cccc(CN(C)CC(O)COC(c2ccccc2)c2ccccc2C)c1 (stereo unspecified),?,6%,-10,i,-5%,2%,-3%,26%,-72%[inhibitor]
